GLP1R inv ag: qHTS of GLP-1 Receptor Inverse Agonists (Inhibition Mode); Glucagon-like peptide 1 receptor (Homo sapiens), P43220; HEK293 GLP-1R CRE-luciferase, luminescence, 24 h; GLP-1R form is constitutively active; Potency, µM (doses to about 38.3 µM), for the others: at the top dose activity change, negative = inhibition, most hits filed as inhibitors; 1.6% of 410,000 active; further: potency means the concentration at half of the fitted maximal effect; on the % scale 0 is the no-effect control and ±100 the full control effect; nearly all actives have a fitted effect of over 55% in size
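Readout was luciferase luminescence, measured 12 min after detection reagent at room temperature. Beforehand, GLP-1R reporter HEK293 cells had sat 12 h, then received compounds for 24 hr at 37 deg C.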
PTHR1 ag: qHTS for PTHR1 Agonists: Primary Screen | HEK293 GP2 PTHR1 cells, GloSensor cAMP luminescence, 1 h | Potency, µM (titrated, usually from 115 µM), for inactives: at the highest dose activation, most hits filed as activators | 0.075% of 410,000 active | AID 743266, 2014; further: potency means the concentration at half of the fitted maximal effect; nearly all actives have a fitted effect of over 55% in size; some results filed as inactive show a strong effect at the top dose; inactives centre near -15; many of its hits are not listed in these tables
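HEK-293-derived GP2 cells expressing PTHR1 and a GloSensor cAMP reporter, 3,000/well, plated overnight, given luciferin plus IBMX (each 0.5 mM as added) for 1 h at 37 °C, then compound for 1 h at 37 °C. Luminescence was read after 15 min at room temperature.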
EPAC1 agonist: qHTS for Agonist of cAMP-regulated guanine nucleotide exchange factor 3 (EPAC1): primary screen. AID 720707, 2013. Potency, µM (series often up to 154 µM), for the others: at the highest dose activation, actives largely listed as activators. EPAC1 agonist qHTS, biochemical assay; response scale: 100% = response to 6.5 mM cAMP. 0.073% of 360,000 active; further: potency means the concentration at half of the fitted maximal effect; nearly all actives have a fitted effect of over 60% in size
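Fluorescent GDP-exchange assay: 100 nM EPAC1 with 250 nM Rap1B preloaded with BODIPY-GDP and 50 uM GDP; compounds tested as concentration series, 5 min at room temperature, then read every 5 min for 30 min (ex 480/em 540 nm); normalized to 6.5 mM cAMP.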
PLK1 PBD inh: qHTS for Inhibitors of PLK1-PDB (polo-like kinase 1 - polo-box domain): Primary Screen. Potency, µM, for inactives: max response, negative = inhibition, actives largely listed as inhibitors. 2.8% of 360,000 active. Plk1 PBD binding of FITC phosphopeptide, fluorescence polarization; further: potency means the concentration at half of the fitted maximal effect; series mostly up to about 57 µM; on the % scale 0 is the no-effect control and ±100 the full control effect; nearly all actives have a fitted effect of over 65% in size
Target sequence (P53350 whole entry, looked up, the tested form may be a part): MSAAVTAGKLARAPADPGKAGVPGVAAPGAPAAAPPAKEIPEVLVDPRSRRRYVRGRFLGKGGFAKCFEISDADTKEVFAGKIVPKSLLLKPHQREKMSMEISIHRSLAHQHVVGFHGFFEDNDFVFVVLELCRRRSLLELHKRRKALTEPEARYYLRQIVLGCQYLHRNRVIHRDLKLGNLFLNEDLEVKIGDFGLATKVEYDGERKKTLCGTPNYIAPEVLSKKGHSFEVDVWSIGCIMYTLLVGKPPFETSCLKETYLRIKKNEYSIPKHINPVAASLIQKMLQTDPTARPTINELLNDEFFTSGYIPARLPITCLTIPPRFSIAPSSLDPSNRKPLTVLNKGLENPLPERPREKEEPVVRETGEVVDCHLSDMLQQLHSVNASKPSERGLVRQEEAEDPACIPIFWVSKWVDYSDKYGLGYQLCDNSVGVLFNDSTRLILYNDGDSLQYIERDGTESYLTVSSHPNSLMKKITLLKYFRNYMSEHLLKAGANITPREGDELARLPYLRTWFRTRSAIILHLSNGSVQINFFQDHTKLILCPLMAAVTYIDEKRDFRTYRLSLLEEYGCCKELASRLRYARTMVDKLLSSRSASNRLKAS
HEK293 tox: qHTS of GLP-1 Receptor Inverse Agonists: Cytotox Screen; HEK293 cAMP-luciferase reporter cells, luminescence, 24 h; Potency, µM (highest dose often 38.3 µM), for the others: at the top dose activity change, negative = inhibition, most hits filed as inhibitors; 0.13% of 410,000 active;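 further: loss of luciferase light is scored as toxicity; potency means the concentration at half of the fitted maximal effect; on the % scale 0 is the no-effect control and ±100 the full control effect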
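Cells in DMEM/10% Nu serum/1% pen-strep, 1536-well format. Pre-incubated 12 h, dosed with 23 nL compound, incubated a further 24 h. Luciferase detection, 12 min at room temp, luminescence.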
EPAC1 antagonist: qHTS for Antagonist of cAMP-regulated guanine nucleotide exchange factor 3 (EPAC1): primary screen. Rap guanine nucleotide exchange factor 3 (Homo sapiens), O95398. EPAC1 GEF assay, Rap1b-BODIPY-GDP exchange fluorescence. 0.14% of 360,000 active. Potency, µM (highest dose often 115 µM), inactives show at the highest dose activity change, negative = inhibition, hits mostly inhibitors. AID 720709, 2013;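 further: potency means the concentration at half of the fitted maximal effect; plate controls were vehicle for no effect and positive control for full effect; nearly all actives have a fitted effect of over 50% in size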
GLP-1R agonist: qHTS of GLP-1 Receptor Agonists; HEK293 GLP-1R CRE-luciferase, luminescence, 4-6 h; cells express a hypersensitive GLP-1R form; Potency, µM (series often up to 45.6 µM), for inactives: top-dose activation, usual class: activators; 0.007% of 380,000 active; Glucagon-like peptide 1 receptor (Homo sapiens), P43220; further: potency means the concentration at half of the fitted maximal effect; % of control where 0% means no effect
IL-2 act: qHTS of IL-2 Activators; IL-2 activation reporter assay, cell-based qHTS; stimulated with anti-CD3/CD4/CD28 beads; in transgenic mouse T cells; activation, % (series mostly up to about 46 µM); 0.065% of 360,000 active; AID 652025, 2013; in the data active means activation above about 50%; inconclusive means mostly about 30% to 49%; further: 0% is about no effect
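Unstimulated transgenic mouse T cells, 750 per well, received compound and, after 60 minutes, anti-CD3/anti-CD4 bead plus anti-CD28 stimulation. EGFP and DsRed were quantified after 18 hours.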
PI5P4K alpha inh: qHTS for Inhibitors of phosphatidylinositol 5-phosphate 4-kinase (PI5P4K); PI5P4Kalpha enzyme, ADP-Glo luminescence, 60 min; active compounds read low; AID 652105, 2013; Phosphatidylinositol 5-phosphate 4-kinase type-2 alpha (Homo sapiens), P48426; 1.2% of 330,000 active; max response, %; active means max response of -50% or lower; inconclusive means between -30% and -50%; inactive means -30% or higher; further: value at the top dose of about 77 µM; on the % scale 0 is the no-effect control and ±100 the full control effect
Target sequence (P48426 whole entry, looked up): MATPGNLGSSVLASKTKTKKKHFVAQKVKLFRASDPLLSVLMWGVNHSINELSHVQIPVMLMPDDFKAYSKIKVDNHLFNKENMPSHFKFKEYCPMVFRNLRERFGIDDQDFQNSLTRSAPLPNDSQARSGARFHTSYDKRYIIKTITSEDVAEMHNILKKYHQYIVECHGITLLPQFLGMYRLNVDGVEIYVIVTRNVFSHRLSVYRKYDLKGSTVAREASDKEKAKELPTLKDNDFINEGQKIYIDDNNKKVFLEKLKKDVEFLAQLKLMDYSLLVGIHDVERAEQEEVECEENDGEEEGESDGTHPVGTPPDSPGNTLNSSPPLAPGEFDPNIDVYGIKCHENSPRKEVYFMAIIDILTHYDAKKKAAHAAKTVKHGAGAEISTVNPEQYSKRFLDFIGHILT
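Reactions run in 0.038 M HEPES pH 7.4, 0.28 mM EGTA, 0.1% CHAPS and 5% DMSO, with PI5P4Kalpha, substrate, compound and 5 microM ATP final, one hour at room temperature. Readout is ADP-Glo luminescence.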
* hit, by the source's call; i = inactive; ? = inconclusive; / = no result given; & = joins results of further samples; [ ] = another dose, or the depositor's remark. Unless noted, the call rests on the fitted dose curve; in most records, active means well fitted curve in the direction sought with a large enough effect; inconclusive means small, poorly fitted or top-dose-only effect, or another doubt; inactive means no such curve, though single readings can be large; an effect the other way counts as inactive or inconclusive. A portion of the library, so the mix of outcomes need not match the whole.

SMILES	GLP1R inv ag	PTHR1 ag	EPAC1 agonist	PLK1 PBD inh	HEK293 tox	EPAC1 antagonist	GLP-1R agonist	IL-2 act	PI5P4K alpha inh
O=C(Nc1cccc2nsnc12)c1cccnc1Cl	24%	i	-4%	-2%	0%	0%	11%	-1.0	-6
CCC1NC(=O)c2cccnc2-n2c1nc1cc(OC)c(OC)cc1c2=O (stereo not given)	7%	-17%	-5%	-14%	10%	3%	7%	-1.2	1
CCN(CC)C(=O)C1=C(C)N(Cc2ccc(F)cc2)C(=O)C(CC(=O)NC(c2ccccc2)c2ccccc2)C1 (stereo not given)	11µM*	i	-12%	1%	-27%	-5%	4%	-3.3	-6
O=C(NNC(=O)C12CC3CC(CC(C3)C1)C2)c1ccccc1[N+](=O)[O-]	15%	-3%	2%	-5%	10%	-4%	7%	-0.1	-1
NC(=O)c1ccccc1	4%	-22%	-17%	-10%	-1%	-21%	5%	-0.3	-2
CN1C(=O)c2ccc(C(=O)NCc3ccc4c(c3)OCO4)cc2C1=O	24%	21%	4%	-14%	18%	-6%	-1%	0.0	6
Cc1ccc(Cl)cc1NC(=O)Cn1c(C)csc1=O	13%	i	2%	-4%	-9%	-17%	2%	0.6	3
CN(CC(=O)Nc1ccc(Cl)cc1)C(=O)CCNC(=O)c1ccc(Cl)cc1	?	i	11%	-10%	-6%	-7%	8%	-0.3	14
COc1ccc2nc(N3CCCC(C(=O)NCCCN4CCN(C)CC4)C3)sc2c1 (stereo not given)	?	i	-2%	-2%	7%	18%	-10%	-1.2	3
O=C(c1ccc(OC(F)(F)F)cc1)c1ncc[nH]1	6%	-42%[inhibitor]	6%	-3%	-13%	-5%	22%	-0.5	0
O=C(CCN1CCOCC1)NNC(=O)Nc1cccc(Cl)c1	17%	-6%	-11%	1%	1%	?	-1%	-1.7	-2
Cc1cccc2nnc(-c3ccccc3)n12	32%[activator]	i	-5%	-1%	1%	-1%	-4%	0.5	6
COc1ccccc1NC(=O)c1ccccc1NC(=O)c1cc(Cl)ccc1NC(=O)c1ccco1	7%	i	7%	-5%	-1%	7%	-8%	-0.1	/
COc1ccc(C(C(=O)NC2CCCCC2)N(C(=O)c2sc(C)nc2C)c2ccccc2)cc1 (stereo not given)	-1%	-2%	6%	-7%	-5%	5%	6%	-4.6	6
COc1ccccc1CNc1ncnc2nc[nH]c12	2%	-32%[inhibitor]	-7%	1%	2%	3%	-2%	0.4	-5
O=C(CSc1nc2c([nH]c3ccccc32)c(=O)n1-c1ccccc1)N1CCOCC1	13%&11%	i	11%	0%	-1%&1%	-4%	-1%	-1.0	-2
CCc1nnc(NC(=O)C2CC(=O)N(C3CCCCC3)C2)s1 (stereo not given)	15%	-24%	-14%	0%	-15%	6%	-3%	-3.2	-5
O=C(CSc1nccn1Cc1ccccc1)NC1CCCC1	-14%&12%	-9%	7%	-5%	19%&0%	-18%	1%&0%	-1.0	4
COc1ccc2oc(=O)c(C(=O)Nc3ccccc3-c3ccccc3)cc2c1	0%	-9%[57.5 µM]	-2%	0%	6%	19%	-9%	-2.4	/
COc1cccc(N2CCN(C(=O)c3ccc(Cl)c(S(=O)(=O)N4CCCCCC4)c3)CC2)c1	0%	-22%	-2%	-1%	-23%	0%	-4%	-1.4	2
Cc1ccc(-c2cc(C(=O)Nc3cc(C(=O)O)ccc3C)c3ccccc3n2)cc1	4%	i	-7%	-2%	-8%	4%	5%	0.0	-17
O=C(NCCc1cccs1)C1CC(c2c(Cl)cccc2Cl)=NO1 (stereo not given)	11%	-5%	-6%	2%	-18%	15%	-2%	-0.1	-5
Cc1cc(Br)cn2c(Cc3ccccc3)c(-c3ccc(C#N)cc3)nc12	-6%	-37%[inhibitor]	3%	-15%	4%	-12%	18%	0.3	-5
COc1ccc(CCc2ccc3ccccc3n2)cc1	10µM*	-29%	8%	3%	-7%	-17%	23%	-0.8	7
CC(C)(C)n1c(O)c2n(c1=O)Cc1ccccc1N=C2c1ccccc1	25%	-6%	-4%	4%	-9%	8%	13%	0.1	-1
Cc1ccc(NC(=O)NC2OC(=O)c3ccccc32)cc1 (stereo not given)	9%	-6%	0%	-28%	-6%	-1%	1%	0.2	-5
CNS(=O)(=O)c1ccc2ccccc2c1	49%[activator]	i	12%	-6%	2%	-3%	11%	2.2	-4
Cc1ccccc1SC1CCN(Cc2nc(C3CC3)no2)CC1	?	-1%	8%	-13%	2%	-1%	4%	-3.7	0
Cc1ccc(CNC(=O)CCS(=O)(=O)c2ccc3c(c2)NC(=O)CO3)cc1	8%	-4%	8%	27µM*	-5%	27%	1%	-1.7	-13
Cc1cccc(-n2nc3c(c2NC(=O)C(C)C)CSC3)c1	-2%	i	6%	-4%	2%	?	0%	1.2	8
Cc1cccc(C)c1NC(=O)C1C(c2ccc3c(c2)OCO3)=Nc2ccccc2N1C(=O)c1cccc(C(F)(F)F)c1 (stereo not given)	-28%	-14%	-4%	-11%	11%	-12%	/	-0.6	4
C=CCn1c(SCC(=O)NNC(=S)Nc2ccccc2)nnc1-c1ccccc1	3%	-2%	-13%	1%	?	-11%	2%	7.1	-2
O=C1C(C=NCCCn2ccnc2)=C(O)c2ccccc21	-27%	i	2%	-5%	-7%	4%	4%	-1.3	-3
CC(C)n1c(O)c(N=NC(=O)Cc2csc(N3CCOCC3)n2)c2ccccc21	47%[activator]	i	2%	-1%	-3%	10%	23%	0.2	-1
COc1cc(-c2cc(C(=O)Nc3ccc(O)cc3)c3ccccc3n2)cc(OC)c1OC	?	-19%	3%	27µM*	-27%	-10%	17%	-1.8	1
OC(c1ccc(F)cc1)c1nc(-c2ccc(Cl)cc2)cs1 (stereo not given)	?	-29%	-7%	-14%	1%	-30%	14%	-0.5	29
Cc1ccccc1Nc1nn2c(=O)c3ccc(C(=O)N4CCCC(C)C4)cc3nc2s1 (stereo not given)	15%&13%	-2%	-2%	4%	3%&5%	14%	-4%	-2.2	-6
CC(=O)Nc1cccc(C(=O)NC(C)c2ccc(S(N)(=O)=O)cc2)c1 (stereo not given)	5%	i	0%	-2%	-4%	-11%	-13%	-0.3	3
O=[N+]([O-])c1ccc2nccn2c1	54%[activator]	i	1%	-4%	-3%	7%	-2%	1.2	/
Cc1[nH]c2ccccc2c1C(=O)NS(=O)(=O)Nc1ccc(Cl)cc1	-9%	-3%	9%	-16%	2%	-2%	8%	1.0	0
O=C(CSc1cccc[n+]1[O-])Nc1ccc([N+](=O)[O-])cc1Cl	32%[activator][7.66 µM]	-17%	-2%	-2%	9%[7.66 µM]	-2%	7%	0.2	2
O=C1CCC(=O)N1c1ccc(S(=O)(=O)Nc2cccc(Br)c2)cc1	14%	-22%	-14%	-24%	-29%	-19%	8%	-3.7	0
COc1ccccc1N1CCN(C(=O)c2ccc(S(=O)(=O)N3CCCCC3)cc2)CC1	?	-26%	-5%	-2%	-12%	11%	-6%	-2.5	2
CC1(C)Cc2nc3sc(C(=O)NCCCO)c(N)c3cc2CO1	5%	i	-3%	-23%	-1%	-28%	19%	1.7	1
COc1ccc(C(=O)NC(=S)NNC(=O)c2ccncc2)cc1Br	-16%	i	15%	-12%	-26%	-8%	-7%	0.2	-14
CCN(CC)C(=O)C1=C(C)N(Cc2ccc(OC)cc2)C(=O)C(CC(=O)NCCc2ccccn2)C1 (stereo not given)	-4%	-23%	-7%	-5%	4%	-5%	-7%	3.1	5
Cc1nnc2n1CCCCC2	6%	i	-2%	6%	-8%	-16%	0%	0.3	-2
COc1ccc(CCN(C)C(=O)CSc2nc3ncc(Cl)cc3[nH]2)cc1OC	22%	-36%[inhibitor]	9%	-2%	-3%	2%	9%	0.2	0

The list goes on (three carried over from the part before).
SMILES	GLP1R inv ag	PTHR1 ag	EPAC1 agonist	PLK1 PBD inh	HEK293 tox	EPAC1 antagonist	GLP-1R agonist	IL-2 act	PI5P4K alpha inh
CCN(CC)C(=O)C1=C(C)N(Cc2ccc(OC)cc2)C(=O)C(CC(=O)NCCc2ccccn2)C1 (stereo not given)	-4%	-23%	-7%	-5%	4%	-5%	-7%	3.1	5
Cc1nnc2n1CCCCC2	6%	i	-2%	6%	-8%	-16%	0%	0.3	-2
COc1ccc(CCN(C)C(=O)CSc2nc3ncc(Cl)cc3[nH]2)cc1OC	22%	-36%[inhibitor]	9%	-2%	-3%	2%	9%	0.2	0
COc1ccc(Oc2nccc(-c3ccc(Cl)cc3)n2)cc1	-17%	0%[57.5 µM]	9%	2%	-7%	0%	14%	-0.5	0
Cc1nn(C)c(C)c1/C=C(/C(=O)C(C)C)n1cncn1	19%	i	-7%	1%	-1%	2%	-5%	-0.3	-1
O=C(CCc1ccccc1)Nc1cc(NC(=O)CCc2ccccc2)cc(C(=O)O)c1	9%	?	-2%	-9%	14%	-2%	26%	1.5	0
O=C(COC(=O)C1CC2CCCC(C1)C2=O)Nc1ccccc1 (stereo not given)	18%	-14%	-2%	4%	-12%	-7%	0%	0.0	-4
COc1ccc(CNC(=O)C2CCCN(c3ncnc4c3nc3n4CCCCC3)C2)cc1 (stereo not given)	-6%	i	-5%	?	-5%	2%	-1%	-0.6	-9
O=C(Cc1ccc(Cl)cc1Cl)Nc1cccc(S(=O)(=O)Nc2ccccc2F)c1	-26%	-39%	-22%	1.2µM*	7%	-23%	-2%	-0.1	-51*
CCOc1ccccc1NC(=O)C(C)N(c1ccccc1)S(C)(=O)=O (stereo not given)	7%	-16%	/	/	9%	/	-1%	/	/
